AT treatment: potential ataxia-telangiectasia treatments restoring KAP-1 phosphorylation; Potency, µM (doses to about 57.5 µM), without a hit: top-dose activation, hits mostly activators; […] A-T fibroblasts, KAP-1 phosphorylation AlphaLISA; neocarzinostatin DNA damage 30 min before lysis; hit rate 0.19% among 320,000; further: potency means the concentration at half of the fitted maximal effect; % of control where 0% means no effect; nearly all actives have a fitted effect of over 45% in size
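ATM-like activity read as KAP-1 phosphorylation via AlphaLISA donor/acceptor antibody pairs after lysis and 6 hr at 25C. Cells were ATM-null patient fibroblasts ([…], hTERT), dosed 60 min, then exposed to the DSB inducer NCS for 30 min.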
B2AR arrestin: recruits beta-arrestin to the human beta2-adrenergic receptor. P07550. beta-arrestin recruitment to beta2AR, cell-based reporter. Potency, µM (titrated, usually from 46.1 µM), without a hit: top-dose activation, actives largely listed as activators. hit rate 0.02% among 330,000. AID 492947;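 further: potency means the concentration at half of the fitted maximal effect; 0% = DMSO controls and full agonism = EC100 isoproterenol or metaproterenol; nearly all actives have a fitted effect of over 65% in size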
Target sequence (P07550 whole entry, looked up): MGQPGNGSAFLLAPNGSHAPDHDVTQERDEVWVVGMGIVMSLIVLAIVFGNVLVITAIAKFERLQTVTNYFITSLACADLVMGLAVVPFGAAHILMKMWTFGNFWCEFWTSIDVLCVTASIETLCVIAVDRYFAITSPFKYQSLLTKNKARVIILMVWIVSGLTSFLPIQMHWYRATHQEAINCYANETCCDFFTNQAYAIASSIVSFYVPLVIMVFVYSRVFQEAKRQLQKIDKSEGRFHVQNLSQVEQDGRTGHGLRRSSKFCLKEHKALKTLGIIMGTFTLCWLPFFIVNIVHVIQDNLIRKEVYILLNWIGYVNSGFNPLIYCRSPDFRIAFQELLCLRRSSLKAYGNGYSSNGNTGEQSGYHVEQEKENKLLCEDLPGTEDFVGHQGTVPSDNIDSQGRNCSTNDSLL
p53 reactivator: restores transcriptional activity of mutant p53. H1299 p53-A138V BP100-luciferase reporter, luminescence, 24 h. Potency, µM (highest dose often 92.2 µM), for inactives: top-dose activity change, positive = activation, actives largely listed as activators. hit rate 0.063% among 320,000; further: potency means the concentration at half of the fitted maximal effect; % of control where 0% means no effect; nearly all actives have a fitted effect of over 45% in size
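p53-null H1299 cells stably carrying temperature-sensitive p53-A138V and a BP100-luciferase reporter were pinned with compounds (4-point, 1:5 series) and held 24 hrs at 37 deg C. Luminescence was read 10 min after detection reagent.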
TRPV1 ag: agonists of human vanilloid receptor 1 (TRPV1); activation, % at 8.33 µM; TRPV1-expressing cells, Fluo-8 calcium influx, agonist mode; Q8NER1; hit rate 0.19% among 320,000; in the data active means activation above about 80%; inconclusive means between about 30% and that limit; further: 0% is about no effect
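Cells expressing TRPV1 were dye-loaded with Fluo-8 and read kinetically: 10 s baseline, 3 min after compound (agonist portion), then 2 min after EC20 capsaicin (allosteric enhancer portion). Calcium-bound dye fluorescence at 480/520 nm.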
CXXC DNA block: MLL CXXC-DNA interaction inhibition | MLL-CXXC / FITC-HOXA9 DNA fluorescence polarization | Potency, µM (series often up to 115 µM), for the others: at the top dose activity change, negative = inhibition, most hits filed as inhibitors | hit rate 0.037% among 290,000 | AID 2662; active means well fitted inhibition curve with a large enough effect in the polarisation, with a control signal flat, not every such curve was filed as active; inconclusive means small, poorly fitted or top-dose-only effect, or effect the other way, or a change in a side signal; inactive means no such curve, though single readings can be large or run the other way; the % refers to the polarisation; further: potency means the concentration at half of the fitted maximal effect
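Steps: dispense CXXC domain solution (7 uM) → pin compounds or unlabeled HOX-A9 DNA control → 5 min ambient → add FLSN-HOX-A9 solution (50 nM) → spin → 30 min ambient → fluorescence polarization. Tris pH 7.5/NaCl/DTT/BSA buffer.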
BRCA1 expr act: BRCA1 expression activation. MCF7-BRCA1-FFLuc reporter, luminescence, 48 h; response scale: scaled: vehicle 0%, 10 µM genistein 100%. Potency, µM (titrated, usually from 46.1 µM), without a hit: top-dose activation, hits mostly activators. hit rate 1.1% among 380,000. AID 624202; further: potency means the concentration at half of the fitted maximal effect; nearly all actives have a fitted effect of over 80% in size; some results filed as inactive show a strong effect at the top dose
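Activators of BRCA1 expression were detected as increased firefly luciferase luminescence in engineered MCF7 cells after 48 h compound incubation. Signals were scaled to genistein 10 microM as full activation.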
Integrin act MD: activators of alpha7 integrin expression for muscular dystrophy | alpha7betagal myoblasts, beta-gal FDG fluorescence, 48 h | Potency, µM (series often up to 38.3 µM), for the others: top-dose activation, most hits filed as activators | hit rate 0.064% among 350,000;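 further: potency means the concentration at half of the fitted maximal effect; 100% = response of the positive control SU9516; nearly all actives have a fitted effect of over 60% in size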
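alpha7betagal+/- myoblasts (passage 13, 250/well) treated 48 h at 37C with compounds at 1:260 dilution of DMSO stock. Lysed, then beta-galactosidase activity read as FDG fluorescence (ex 480/em 540) after 30 min, with pre-read for autofluorescence.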
PTAP TSG101 blk: blocks PTAP/TSG101 interaction to inhibit HIV-1 budding; AID 493005; Potency, µM (doses to about 115 µM), inactives show top-dose activity change, negative = inhibition, actives largely listed as inhibitors; 340,000 tested, under 10 active; Fluorescence polarization, FITC-PTAP peptide / Tsg101 binding; active means well fitted inhibition curve with a large enough effect in the main read-out, with a control signal flat, not every such curve was filed as active; inconclusive means small, poorly fitted or top-dose-only effect, or effect the other way, or a change in a side signal; inactive means no such curve, though single readings can be large or run the other way; further: potency means the concentration at half of the fitted maximal effect; % of control where 0% means no effect
Target sequence (Q99816 whole entry, looked up): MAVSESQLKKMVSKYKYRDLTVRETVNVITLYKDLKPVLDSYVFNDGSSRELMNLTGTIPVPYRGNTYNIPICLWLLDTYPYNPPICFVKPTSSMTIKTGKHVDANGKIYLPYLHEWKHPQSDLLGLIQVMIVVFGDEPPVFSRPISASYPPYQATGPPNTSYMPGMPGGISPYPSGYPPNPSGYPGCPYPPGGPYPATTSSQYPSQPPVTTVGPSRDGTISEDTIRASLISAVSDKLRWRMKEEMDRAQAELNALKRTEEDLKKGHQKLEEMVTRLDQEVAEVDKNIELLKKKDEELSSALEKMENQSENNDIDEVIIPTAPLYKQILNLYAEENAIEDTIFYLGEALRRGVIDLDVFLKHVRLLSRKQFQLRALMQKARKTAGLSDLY
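Steps: Tsg101 binding domain dispensed (10 uM final), compounds pinned in DMSO, FITC-labeled PTAP-motif peptide added (50 nM final); after 20 min binding at room temperature, polarization measured.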
TCR activator: activates T cell receptor signaling | primary human leukocytes, anti-CD3, IL-2 HTRF, 48 h | Potency, µM (highest dose often 9.22 µM), without a hit: top-dose activation of IL-2 secretion, most hits filed as activators | 330,000 tested, under 10 active; further: % of control where 0% means no effect
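Compounds are tested in HTS on primary human leukocytes co-incubated with a-CD3 beads for 48 hr. IL-2 output is measured by time-resolved FRET.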
ELG1 repair inh: ELG1-dependent DNA repair inhibition | Potency, µM (series often up to 46.1 µM), for the others: top-dose activity change, negative = inhibition, most hits filed as inhibitors | hit rate 2.3% among 330,000 | AID 504467 | HEK293T ELG1-luciferase reporter, luminescence, 16 h; DNA damage induced by 5-fluorouridine; further: potency means the concentration at half of the fitted maximal effect; on the % scale 0 is the no-effect control and ±100 the full control effect; nearly all actives have a fitted effect of over 55% in size
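In this reporter screen, reduction of luminescence relative to DMSO vehicle indicated activity. Compounds and 5-fluorouridine were added together to 2,000 cells per well, incubated for 16 hr at 37 °C, then developed with ONE-Glo.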
An asterisk follows results filed as active; ? = inconclusive; · = not tested or not shown; [ ] = dose if it differs, or a comment. Unless noted, the call rests on the fitted dose curve; in most records, active means well fitted curve in the direction sought with a large enough effect; inconclusive means small, poorly fitted or top-dose-only effect, or another doubt; inactive means no such curve, though single readings can be large; an effect the other way counts as inactive or inconclusive.

The first 4 records, to show the layout:
SMILES	AT treatment	B2AR arrestin	p53 reactivator	TRPV1 ag	CXXC DNA block	BRCA1 expr act	Integrin act MD	PTAP TSG101 blk	TCR activator	ELG1 repair inh
CCS(=O)(=O)NCc1ccc2c(c1)cc(C)n2C	-15%	-0.5%	-2%	2	5%	19%	-21%	-4%	-4%	?
O=C(c1ccc(N2CCCS2(=O)=O)cc1)N1CCN(c2ccccc2)CC1	-4%	0.0%	26%	-1	-1%	10%	-4%	-2%	3%	6%
COC(=O)COc1cccc2c(=O)n(CC(=O)Nc3ccc4c(c3)OCCO4)ccc12	-3%	?	5%	-3	-6%	14%	12%	-3%	-4%	0%
COc1cccc2sc3ccc(C#Cc4ccc(N)cc4)cc3c(=O)c12	-4%	-1.2%	22%	3	30%[activator]	?	25%	-1%	0%	?

The list itself, from the first entry:
SMILES	AT treatment	B2AR arrestin	p53 reactivator	TRPV1 ag	CXXC DNA block	BRCA1 expr act	Integrin act MD	PTAP TSG101 blk	TCR activator	ELG1 repair inh
CCS(=O)(=O)NCc1ccc2c(c1)cc(C)n2C	-15%	-0.5%	-2%	2	5%	19%	-21%	-4%	-4%	?
O=C(c1ccc(N2CCCS2(=O)=O)cc1)N1CCN(c2ccccc2)CC1	-4%	0.0%	26%	-1	-1%	10%	-4%	-2%	3%	6%
COC(=O)COc1cccc2c(=O)n(CC(=O)Nc3ccc4c(c3)OCCO4)ccc12	-3%	?	5%	-3	-6%	14%	12%	-3%	-4%	0%
COc1cccc2sc3ccc(C#Cc4ccc(N)cc4)cc3c(=O)c12	-4%	-1.2%	22%	3	30%[activator]	?	25%	-1%	0%	?
O=C(CSc1ccc(Br)cc1)Nc1cccc(S(=O)(=O)N2CCOCC2)c1	2%	-0.5%	4%	20	·	1%	14%	-9%	2%	-13%
C/C(=N/NC(N)=S)c1cc2ccc(O)cc2oc1=O	3%	-0.3%	3%	·	17%	-1%	-15%	16%	2%	-11%
CC1(C)CC2CC(C)(CN2C(=S)NC(=O)c2ccccc2Cl)C1 (centres undefined)	3%	-0.6%	-4%	4	4%	-28%	0%	-1%	0%[46.1 µM]	-1%
CCCN(CC(=O)Nc1ccccc1C)C(=O)c1ccc(N2CCCC(C)C2)c([N+](=O)[O-])c1 (centres undefined)	·	·	·	·	·	-23%	-3%	-6%	2%	·
Clc1cccc(Cl)c1C[n+]1ccc2ccccc2c1	1%	-0.8%	3%	-1	7%	-20%	-29%	-6%	-6%	?
CCc1cc(CNC(=O)CCc2nnc(CCCc3ccccc3)o2)on1	3%	-0.7%	11%	7	1%	?	3%	-2%	3%	?
Fc1ccc(-c2nc(-c3cccs3)[nH]c2-c2ccc(F)cc2)cc1	-9%	12%	1%	28	3%	-84%	15%	0%	0%[46.1 µM]	?
Cc1cc(NC(=O)CSc2nc3ccccc3n2CC(=O)N2CCCCC2)no1	-3%	-0.1%	0%	-3	0%	-2%	15%	-7%	-4%	1%
CC1Nc2ncnc(N3CCc4ccccc4C3)c2N(Cc2ccc(Cl)cc2)C1=O (centres undefined)	17%	0.1%	6%	?	·	2%	21%	10%	-16%	9%
COc1ccc(S(=O)(=O)n2cnc(C)c2)cc1	2%	-0.4%	-1%	-2	4%	0%	5%	-1%	0%	1%
CCOc1ccc2oc(C(=O)OCC(=O)N(CC(C)C)c3c(N)n(Cc4ccccc4)c(=O)[nH]c3=O)c(C)c2c1	·	·	·	·	·	-14%	-23%	-2%	-4%	·
COc1ccc(N=C2SC(CC(=O)Nc3ccccc3)C(=O)N2CC2CCCO2)cc1 (centres undefined)	0%	-0.1%	-4%	?	5%	-19%	-9%	-2%	-5%	?
CC(C)c1ccc(Nc2nnc(SCC(=O)NCC3CCCO3)s2)cc1 (centres undefined)	3%	-0.2%	?	·	·	24%	0%	-4%	-2%[46.1 µM]	?
CN(C)C(CNC(=O)c1cc(S(=O)(=O)N(C)c2ccccc2)ccc1Cl)c1cccs1 (centres undefined)	-4%	-0.2%	-4%	9	8%	-17%	-10%	0%	4%	-20%
Nc1ncc(Br)cc1S(=O)(=O)NCCC(=O)Nc1cccc(Cl)c1	-2%	-0.3%	-6%	6	18%	-9%	-24%	-5%	5%	-4%
c1csc(Cc2nn3c(-c4ccncc4)nnc3s2)c1	9%	0.0%	-1%	-3	-5%	20%	-17%	-4%	-2%	10µM*
Cc1ccc(S(=O)(=O)CNC(=O)c2ccccc2)cc1	-1%	-0.3%	?	-1	1%	1%	10%	-4%	3%	11%
COCCNC(=O)c1sc2ncn(CC(=O)N3CCCCC3)c(=O)c2c1C	0%	-0.4%	-5%	0	4%	-13%	25%	0%	5%	6%
C/C(=N/NC(=O)CNc1ccc(C)cc1)c1ccc(Cl)cc1	-4%	0.4%	1%	1	2%	-1%	-27%	-4%	-4%	-13%
Cc1ccc(-n2c(SCC(=O)NCC3CCCO3)nc3c(c2=O)SCC3)cc1 (centres undefined)	·	-0.1%	6%	-2	-6%	-25%	-13%	-7%	-4%	0%
CC(NC(=O)c1cc2cc([N+](=O)[O-])ccc2oc1=O)C1CCCO1 (centres undefined)	0%	-0.1%	0%	-2	-3%	-1%	5%	0%	0%	-11%
CCOc1ccc(S(=O)(=O)N2CCN(C)CC2)cc1NC(=O)c1ccccc1F	5%	0.0%	-12%	-2	-10%	-57%	9%	-1%	1%	-20%
O=c1c(Cc2ccc(Cl)cc2Cl)c(O)ccn1Cc1ccncc1	-3%	-0.1%	7%	-1	3%	1%	21%	-3%	-5%	2%
O=C1c2ccccc2C(=O)c2c1cccc2N1CCCC1	-14%	-0.3%	3%	7	6%	-7%	1%	-12%	-15%[46.1 µM]	20%
Cn1c2ccccc2c(=O)c2cc(C#Cc3ccc(N)cc3)ccc21	-7%	-0.1%	·	-3	-2%	67%	6%	-4%	-7%	?
CSc1nnc2c(n1)OC=Nc1ccc(Br)cc1-2	3%	-0.3%	0%	4	5%	-15%	11%	-9%	-3%	-1%
O=C(Nc1ccc(-n2ccnc2P(=O)(O)c2ccccc2)cc1)c1ccccc1Cl	0%	-0.3%	-1%	-4	10%	-1%	-9%	-3%	2%	0%
CC1CC(C)CN(C(=O)C2CCN(S(=O)(=O)N3CCC4(CC3)OCCO4)CC2)C1 (centres undefined)	-3%	-0.8%	4%	1	24%	0%	3%	-4%	2%	9%
O=c1nc2n(c3ccc(Br)cc13)CCS2	5%	-0.4%	-8%	8	1%	12%	-16%	-6%	-1%[46.1 µM]	-7%
CCCCC(=O)N1CCN(c2nc(-c3ccc(F)cc3)cs2)CC1	-8%	-0.7%	4%	?	-8%	1%	0%	0%	·	-13%
CCCc1cc(=O)[nH]c(SCC(=O)c2cc(C)n(C(C)COC)c2C)n1 (centres undefined)	11%	0.1%	2%	0	-2%	1%	-24%	-1%	3%	-1%
O=C(Nc1nc2c(s1)CCCC2)c1cc(-c2ccncc2)nc2ccccc12	-2%	-0.3%	2%	2	9%	2%	4%	1%	2%[46.1 µM]	?
CCN(CC)S(=O)(=O)c1ccc(N2CCOCC2)c(NC(=O)c2ccc(C#N)cc2)c1	-5%	0.0%	6%	2	11%	-27%	11%	-4%	4%	-21%
Nc1nc(N2CCN(C(c3ccccc3)c3ccccc3)CC2)n[nH]1	-2%	-0.2%	-4%	20	7%	-3%	-21%	-1%	-1%	2%
CCOC(=O)c1[nH]c(C)c(C(=O)NCc2cccnc2)c1C	0%	-0.5%	-3%	-3	-10%	3%	36%	-4%	-1%	1%
O=C(CSc1c(F)c(F)cc(F)c1F)Nc1ccc(C2SCCS2)cc1	5%	0.3%	8%	?	?	45%	-9%	-5%	-4%	?
Cc1nc2ccccc2c(=O)n1CCCn1ccnc1	1%	0.4%	10%	1	-9%	-8%	-8%	-7%	2%	11%
COc1ccc(OC)c(NC(=S)NCCC(c2ccccc2)c2ccccc2)c1	·	·	·	·	·	-35%	-12%	-10%	-2%	·
COc1ccc(NC(=O)Cn2c([N+](=O)[O-])cnc2C)cc1Cl	1%	-0.4%	0%	1	4%	1%	7%	-3%	1%	6%
COC(=O)c1ccc(-c2noc(CN3CCCCC3c3nccn3C)n2)cc1 (centres undefined)	1%	0.9%	-3%	1	0%	-17%	0%	-2%	-4%	4%
O=C(O)c1cccnc1Sc1ccc(Br)cc1	-3%	-0.3%	-9%	-3	1%	-3%	34%	0%	8%	12%
O=C1C(Cc2ccc3[nH]ccc3c2)NC(=S)N1c1ccccc1 (centres undefined)	0%	-0.5%	1%	1	7%	15%	3%	-2%	6%	-14%
COC(=O)C1=C(C)NC(=S)NC1/C=C/c1ccccc1 (centres undefined)	-1%	0.2%	-2%	-2	9%	-10%	4%	0%	-2%	?
N#C/C(=N/Nc1ccccc1[N+](=O)[O-])C(N)=S	-2%	-0.6%	11%	4	-17%	-17%	-4%	-3%	5%	-27%
CCN1C(N(C)C)=NC[C@@H]1Cc1ccccc1	9%	0.0%	-11%	-2	·	5%	33%	-1%	1%	1%

Screens (PubChem)
